# Screening results as filed in PubChem BioAssay.
# mcGAS inh – blocks mouse cGAS activity; recombinant cGAS, Kinase-Glo ATP depletion luminescence; inhibition, % at 12.5 µM; 0.15% of 160,000 active;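 also: 0% = negative control wells and 100% = reference inhibitor with no enzyme activity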
# hcGAS inh – inhibitors of human cGAS. recombinant h-cGAS, ATP depletion, Kinase-Glo luminescence. inhibition, % at 12.5 µM. 0.081% of 290,000 active. AID 1259398;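 also: 0% = vehicle reaction and 100% = reaction without DNA for no activity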
# Target sequence (Q8N884 whole entry, looked up): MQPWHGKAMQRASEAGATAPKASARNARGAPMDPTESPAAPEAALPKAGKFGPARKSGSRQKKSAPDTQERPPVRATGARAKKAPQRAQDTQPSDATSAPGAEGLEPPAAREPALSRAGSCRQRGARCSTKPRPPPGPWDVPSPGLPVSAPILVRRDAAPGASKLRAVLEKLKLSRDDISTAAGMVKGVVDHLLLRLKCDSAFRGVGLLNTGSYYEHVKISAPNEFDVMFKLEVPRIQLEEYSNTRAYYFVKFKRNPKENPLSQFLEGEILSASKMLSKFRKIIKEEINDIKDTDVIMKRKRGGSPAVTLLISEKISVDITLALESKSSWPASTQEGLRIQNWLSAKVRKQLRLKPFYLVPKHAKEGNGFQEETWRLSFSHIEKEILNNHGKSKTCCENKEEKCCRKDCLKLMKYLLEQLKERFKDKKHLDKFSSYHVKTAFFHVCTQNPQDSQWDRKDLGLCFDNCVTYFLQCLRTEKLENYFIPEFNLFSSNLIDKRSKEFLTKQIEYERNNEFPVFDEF
# NPYLR7 agonist – activates Aedes aegypti NPYLR7 receptor; 0.15% of 270,000 active; HEK293T NPYLR7/Galpha15, GCaMP6s calcium fluorescence; AID 1259423; activation, % at 10 µM; in the data active = activation above about 40%;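 also: 0% = vehicle and 100% = reference agonist at the receptor; some compounds past the cut are filed as inactive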
# The depositor's hits bear a star; . = not tested or not shown; & = joins results of further samples. Rule as the data show it, unless noted: active = inhibition above about 40%; inactive = the rest.
structure	mcGAS inh	hcGAS inh	NPYLR7 agonist
CN(C)C(=O)c1nn(CC2CCCCC2)c2c1CC(NCc1cc(-c3ccccc3)on1)CC2 (configuration not stated)	-5	-18	15
Nc1nnc(C(NC(=O)c2cccc3ccnn23)c2ccccc2)s1 (configuration not stated)	-9	-2	0
Cc1cccc(C)c1NC(=O)c1c(-c2ccccc2)noc1C	.	-3	-3
CCOC(=O)C1(CCOc2ccccc2)CCN(S(=O)(=O)Cc2ccccc2)CC1	.	-7	2
O=C1NCC2(CCCN(C(=O)CCCOCc3ccccc3)C2)O1 (configuration not stated)	.	2	-1
COc1ccc(F)c(-c2ccc(CNC3CC3)cc2)c1	-9	-5	2
COC(=O)c1ccc(/C=C(\C#N)c2nc(-c3ccc(C)cc3)c(NC(C)=O)s2)cc1	0	-16	7
CCN1C(=O)NC(c2ccc(Cl)cc2Cl)C2=C1CN(CCC(=O)N1CCC(Cc3ccccc3)CC1)C2=O (configuration not stated)	-4	-4	-3
COc1ccc(C(=O)N2CCC3(CC2)CC(C(=O)O)N(C)C3)c(OC)n1 (configuration not stated)	-9	-4	5
COCCCN1C(=O)C(Cl)=C(Nc2ccccc2)C1=O	.	-7	10
COc1ccccc1Nc1nc(N2CCCC(C)C2)nc(N)c1[N+](=O)[O-] (configuration not stated)	.	5	9
Cc1ccc(CN2CCC(n3cc(-c4cccnc4)nn3)CC2)s1	.	-5	5
CCCc1ncncc1C(=O)N1CCCN(CC2CC2)C(C(C)C)C1 (configuration not stated)	-13	-11	.
COc1ccc(C=C2N=C(c3ccccc3I)OC2=O)c(OC)c1OC	.	-3	-8
Clc1ccc2nc(N3CCCCC3)[nH]c2c1	-3	-7	-2
CCN1CCc2c(sc(NC(=O)c3ccccc3)c2-c2nc3ccccc3s2)C1	6	17	91*
CCCn1nc(C(=O)N2CC3C(C2)C3(C)C)ccc1=O (configuration not stated)	.	-9	3
CCN1CCN(C(=O)c2cnn(-c3ccc(Cl)cc3)c2C(C)C)CC1	-7	-7	21
NC(=O)c1csc(NC(=O)c2cnc(-c3ccccc3F)s2)n1	.	-10	-6
O=C(c1coc(COc2cccc3cccnc23)n1)N1CC[C@@H]2CCCC[C@H]2C1	.	-5	-5
COCCn1cncc1CNC(=O)C1(C)CCCCO1 (configuration not stated)	-4	-5	.
Cn1ccnc1CCC1CCCCN1C(=O)NCCc1ccccc1 (configuration not stated)	-2	-1	1
Cc1cccc(C(=O)NC(C)C(=O)N2CC=C(c3c[nH]c4ccccc34)CC2)c1 (configuration not stated)	.	-6	-1
Cc1ncoc1C(=O)Nc1ccc(N2CCC(CN(C)C)CC2)cc1	.	-1	0
Cc1sc(=O)n(CC(=O)Nc2ccc(Br)cc2)c1C	.	-10	7

# Four of these compounds, reformatted:
> Nc1nnc(C(NC(=O)c2cccc3ccnn23)c2ccccc2)s1 (configuration not stated)
  mcGAS inh: -9
  hcGAS inh: -2
  NPYLR7 agonist: 0

> Cc1cccc(C)c1NC(=O)c1c(-c2ccccc2)noc1C
  mcGAS inh: .
  hcGAS inh: -3
  NPYLR7 agonist: -3

> CCOC(=O)C1(CCOc2ccccc2)CCN(S(=O)(=O)Cc2ccccc2)CC1
  mcGAS inh: .
  hcGAS inh: -7
  NPYLR7 agonist: 2

> O=C1NCC2(CCCN(C(=O)CCCOCc3ccccc3)C2)O1 (configuration not stated)
  mcGAS inh: .
  hcGAS inh: 2
  NPYLR7 agonist: -1

# Carrying on.
structure	mcGAS inh	hcGAS inh	NPYLR7 agonist
COC(=O)c1ccc(COC(CN2CCN(C(=O)c3cccnc3SC)CC2)c2cccc(OC)c2)cc1 (configuration not stated)	-6	-10	6
CCc1nn(-c2ccc(OC)cc2)c(CC)c1C(=O)NC1CC1	-9	-7	22
C#CC(C)(CC)OCC(O)CN1CCC(C(=O)OCC)CC1 (configuration not stated)	-2	1	4
C=CCN(C(=O)CNc1cccc(S(C)(=O)=O)c1)c1ccccc1	.	-10	10
O=C(c1ccc(N2CCCC2=O)cc1)N1CC[C@@H](c2ccc(F)cc2)[C@H](O)C1	.	-2	-1
COc1cccc(C(=O)N2CCC3(CC2)SCCN3C(=O)c2cccs2)c1	2	-1	-2
Cn1ncc2c(=O)n(CC(=O)Nc3ccccc3Oc3ccccc3)cnc21	.	-5	-1
CCCCCCC1OCC2(CO)C(C)C=C(C)C1C2C (configuration not stated)	-7	-3	-6
COc1cc(-c2cc(C)ccc2OC)nc(OC)n1	-17	-7	9
O=C(c1c[nH]c(=O)c(Cl)c1)N1CCOC(COc2cccc(C(F)(F)F)c2)C1 (configuration not stated)	.	-6	24
Cn1c(O)c(N=Nc2nncc3ccccc23)c2ccccc21	-5	-4	5
CCOC(=O)c1cccnc1Oc1cccc(NC(=O)c2ccccc2-c2ccc(C(F)(F)F)cc2)c1	-1	-7	-7
Cc1ccc(OCCC(=O)Nc2ccn(C)n2)c(C)c1	-14&-5	-2&-12	7&1
O=C(Cn1nc(-c2ccc(Br)cc2)ccc1=O)Nc1cccc(C(F)(F)F)c1	.	-11	10
O=C1NC2(CCN(Cc3cccnc3)CC2)Nc2ccc(Br)cc21	-4	-3	-2
O=S(=O)(Nc1ccc2c(c1)CCC2)c1ccc(Br)cc1	.	-4	-2
CC(/C=C1\N=C(c2ccc(F)cc2)OC1=O)=C\c1ccc2c(c1)OCO2	2	2	-20
Cn1c(=O)c2c(SCC(=O)Nc3ccccc3)nc(-c3ccccc3)nc2n(C)c1=O	.	-4	8
O=c1nc(NCc2ccco2)ccn1-c1nc(-c2ccccc2)sc1-c1ccccc1	.	-6	-3
Cc1ccc2oc(-c3ccc(NC(=O)c4cc(Br)ccc4Cl)cc3)nc2c1	3	3	-18
O=C(Nc1nnc(C2CC2)s1)C1=Cc2ccccc2OC1	-6	-12	8
Cc1ccccc1-c1ncc(CN2[C@@H]3CC[C@H]2CC(O)C3)s1 (some centres not stated)	.	0	0
CCn1c(SCC(=O)c2cc(C)n(C3CC3)c2C)nnc1N1CCOCC1	.	-6	-2
CN(C)c1cc(NC2CCS(=O)(=O)CC2)ncn1	-13	-3	2
Cc1ccccc1S(=O)(=O)NC(=O)C1(C)CCN1C(=O)Cc1cccs1 (configuration not stated)	.	5	3
CC(c1ccccc1)N(Cc1cccc(F)c1)Cc1nc(C(=O)NCC2CCCO2)co1 (configuration not stated)	-6	-3	11
CCOc1ccc(/C=C(\C#N)c2[nH]nc(N)c2C#N)cc1OCC	.	-8	-2
CCOC(=O)N1CCN(C2CCCN(C(=O)CCCc3cccs3)C2)CC1 (configuration not stated)	.	-2&-13	1&0
COc1ccc2ccccc2c1/C=C1\NC(=S)NC1=O	11	-1	-9
CCc1ccc(CN(C)Cc2nc(-c3cccs3)no2)nc1	.	-4	19
COc1coc(CN2CCOC(C(F)(F)F)C2)cc1=O (configuration not stated)	.	2	9
O=C1CNC(=S)N1CC1CCCO1 (configuration not stated)	.	-3	5
O=C(NC(C(=O)NC1CC1)C1CCN(C(=O)CCc2ccccc2)CC1)c1ccc2c(c1)OCO2 (configuration not stated)	-5	-7	26
Cc1ccc2c(C)c(C(=O)N3CCC(=O)N(CC4CC4)C(C(C)C)C3)oc2c1 (configuration not stated)	.	-4	8
CC1(C(=O)NC2CCCCC2)CCN1C(=O)c1ccccc1CCc1ccccc1 (configuration not stated)	-4	-9	7
O=C(Cc1cc(F)cc(F)c1)N(Cc1ccccn1)CC1CCCO1 (configuration not stated)	.	-9	18
COc1ccc(C(=O)Nc2cc(C)nn2-c2ncnc3c2cnn3-c2ccc(C)cc2C)c(OC)c1	-10	-4	8
Cc1cc(C(=O)N2CCN(c3ccc(NC(=O)c4ccccc4F)cn3)CC2)no1	-6	-2	-3
COc1cn2c(cc1=O)C(=O)N(CCNC(=O)c1ccc(N3C(=O)CCC3=O)cc1)CC2	.	-6	2
O=C(CCN(CCCN1CCOCC1)c1nc(-c2ccco2)nc2ccccc12)Nc1ccc(F)cc1	4	1	-15
CCc1nc2c(OCc3ccc(C(=O)OC)cc3)cccn2c1N(C)C(=O)CC(C)C	-2	-4	0
CCOC(=O)c1sc(=S)n(C)c1C	0	4	3
CC(C)COc1nc(-c2ccc(Cl)c(Cl)c2)n(-c2cccc(NC(=O)C(C)C)c2)n1	-6	-9	21
CC(C)SCCNC(=O)c1cccc2ccnn12	-9	1	4
CCCc1ncc(C(O)c2ccc(C)cc2)n1C (configuration not stated)	.	-5	15
Cc1cccc(N2CCCn3c2nc2c3c(=O)n(CCN3CCOCC3)c(=O)n2C)c1	.	-8	10
O=c1ccccn1Cc1cc(-c2ccco2)on1	.	-15	-4
C=CCNC(=O)CN1CN(c2ccccc2)C2(CCN(C(=O)COc3ccccc3)CC2)C1=O	-6	-9	19
N#CCn1c(=O)oc2ccccc21	.	-3	2
CCc1nc2c(OCC(=O)N3CCOCC3)cccn2c1N(C)C(=O)c1ccco1	-3	-6	11

# The results go on:
structure	mcGAS inh	hcGAS inh	NPYLR7 agonist
O=C(NC1=NCCS1)C(C(F)(F)F)C(F)(F)F	-2	4	.
Cn1nc(C(C)(C)C)cc1C(=O)N1CCOCC1c1cc(C(=O)NCc2ccccc2)no1 (configuration not stated)	-7	-9	4
c1ccc2c(NCC3CCN(C4CC4)C3)ncnc2c1 (configuration not stated)	-7	-6&-6	6&0
Cc1ccsc1[C@@H]1CCN(Cc2cccn2-c2ncccn2)C[C@H]1O	.	-1	-3
CCOCCOC1CCCN(C(=O)c2cccs2)C1 (configuration not stated)	-4	-5	-8
COc1ccc(OC)c(/C=C2N=C(/C=C/c3ccc(C)cc3)OC\2=O)c1	.	-6	0
Cc1nc(Cc2nnc(SCC(=O)c3cc(C)n(C)c3C)o2)cs1	.	1	0
Cc1cc(-c2nnc(CCC(=O)N3CCN(C4CCCCC4)CC3)o2)no1	-3	-2	6
COc1cccc(-n2nnc3c(=O)n(Cc4ccc(Cl)cc4Cl)cnc32)c1	.	-5	9
Cc1nn(CC(=O)Nc2ccccc2OC(F)(F)F)c(C)c1[N+](=O)[O-]	.	-8	2
CCc1nc(N(CCC(=O)N2CCN(CC)CC2)Cc2ccccc2)c2ccccc2n1	-8	-4	4
COC1(C)CC(N(C)c2cc(C(F)(F)F)nc3ncnn23)C1(C)C (configuration not stated)	.	-7	1
Cc1ccn(C(=O)Cc2csc(-c3ccccn3)n2)c(=NC2CCCCC2)c1	.	-2	1
Cc1ccc(CN(Cc2ccc(F)cc2)C(=O)CN(CCN2CCOCC2)C(=O)c2ccccc2F)s1	-8	-11	.
O=C(Nc1sccc1C(=O)O)c1ccc(Br)cc1	-4	6	4
CCCCc1ccc(S(=O)(=O)NC(=O)C2(C)CCN2C(=O)c2cc(C)n(C)n2)cc1 (configuration not stated)	.	-10	0
CN(c1ccc(I)cc1)S(=O)(=O)c1cn[nH]c1	.	-8	4
Cc1c(C(C)NC(=O)c2ccc3nc(Cc4ccccc4F)oc3c2)cnn1C (configuration not stated)	-12	-3	8
CCCC(=O)N1CCC1(C)C(=O)Nc1ccc2c(c1)CCN2C(C)=O (configuration not stated)	.	-4	0
CC(=O)Nc1ccc(Cl)c(C(=O)NCc2c(F)cccc2F)c1	.	0	4
COc1ccccc1-c1cccc(-c2cccc(NC(=O)Cc3ccc(F)cc3)c2)n1	-4	-1	-1
CC(C)CN1CCN(Cn2cc(-c3ccccc3)cn2)CC1	-3	1	-1
COCCN1C(=S)NC(c2ccc(F)c(Br)c2)C(C(=O)OC)=C1C (configuration not stated)	-2	3	0
O=C(COc1ccccc1)Nc1nnc(SCc2ccc(Br)cc2F)s1	-5	-4	3
CCOC(=O)N1CCN(C(=O)CC(c2ccc(Cl)c(Cl)c2)c2c[nH]c3c(CC)cccc23)CC1 (configuration not stated)	-7	-3	4
O=C(Cn1nc2c(c1NC(=O)Cc1ccc(F)cc1)CSC2)NCC1CCCO1 (configuration not stated)	-7	-9	-3
COc1ccc2cc(CN3CCN(c4cccc(C)n4)CC3)c(=O)[nH]c2c1	-2	2	-4
CCOCC(=O)Nc1cc(C)on1	.	-8	0
CC1=NC2=C(C(=O)CCC2)C(c2ccc([N+](=O)[O-])cc2)C1C(=O)OCCOc1ccccc1 (configuration not stated)	.	4	-2
Cc1cc(C)nc(NN=Cc2ccncc2)n1	.	-3	5
CCOC(=O)c1cc(-c2cccc(NC(=O)COc3ccccc3)c2)n(-c2cccc(C)c2)n1	-3	-4	14
Cc1cccc2nc(C(=O)N3CCC4(CN(C)C(=O)O4)C3)cn12 (configuration not stated)	.	-3	10
CCCCS(=O)(=O)N1CCN(c2nc3ccccc3nc2-c2ccccc2)CC1	.	-1	24
Cc1sc2nc(SCC(=O)Nc3sc4c(c3C#N)CCCC4)n(C)c(=O)c2c1C	.	-5	0
COc1ccc(-n2ccc3c(cnc4nc(SC)nn43)c2=O)cc1	.	-4	5

# A different layout for five compounds above:
# The line under a structure holds: mcGAS inh | hcGAS inh | NPYLR7 agonist
CCOC(=O)c1cc(-c2cccc(NC(=O)COc3ccccc3)c2)n(-c2cccc(C)c2)n1
  -3 | -4 | 14
Cc1cccc2nc(C(=O)N3CCC4(CN(C)C(=O)O4)C3)cn12 (configuration not stated)
  . | -3 | 10
CCCCS(=O)(=O)N1CCN(c2nc3ccccc3nc2-c2ccccc2)CC1
  . | -1 | 24
Cc1sc2nc(SCC(=O)Nc3sc4c(c3C#N)CCCC4)n(C)c(=O)c2c1C
  . | -5 | 0
COc1ccc(-n2ccc3c(cnc4nc(SC)nn43)c2=O)cc1
  . | -4 | 5
